From PubChem BioAssay
GAA850 FXN act: activators of GAA850 frataxin (FXN) promoter. HEK293 lucGAA850 FXN promoter luciferase reporter, 24 h; percent of 10 µM SAHA response. activation, % at 6 µM. 360,000 compounds, 0.56% hits. AID 540364;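 active = activation above the average of all compounds screened plus 3 SD, cutoff fixed separately per campaign, cut at about 7.5% in these data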;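 note: 0% = DMSO wells and 100% = 10 µM SAHA wells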
SMARCA2 act: SMARCA2 function activation, primary screen; AID 652017; MG213 cells, MMTV-luciferase reporter, dexamethasone, overnight; activation, % at 9.1 µM; 370,000 compounds, 1% hits; in the data active = activation above about 7.8%;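 note: 0% = vehicle wells and 100% = reference activator wells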
hgDAF12 agonist: activates the H. glycines DAF-12 receptor ligand-binding domain; 370,000 compounds, 1.8% hits; activation, % at 6.8 µM; HEK293 GAL4-hgDAF12 UAS-luciferase reporter, agonist luminescence; normalized to butyrate control;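 active = activation above a cutoff set at the mean of all screened compounds plus 3 SD, cut at about 10% in these data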;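 note: 0% = DMSO wells and 100% = sodium butyrate wells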
DAX1 inh-1: inhibits human nuclear receptor DAX1; AID 504766; P51843; 340,000 compounds, 0.99% hits; HEK293 Gal4-DAX1 luciferase reporter, luminescence; inhibition, % at 6.75 µM;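 active = inhibition above the mean over all tested compounds plus 3 SD, cut at about 4.2% in these data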;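 note: 0% = DAX1-transfected cells with DMSO and 100% = empty-vector control cells with DMSO; inhibition shows as a rise in luminescence from relieved DAX1 repression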
Target sequence (P51843 207-470 limits assumed): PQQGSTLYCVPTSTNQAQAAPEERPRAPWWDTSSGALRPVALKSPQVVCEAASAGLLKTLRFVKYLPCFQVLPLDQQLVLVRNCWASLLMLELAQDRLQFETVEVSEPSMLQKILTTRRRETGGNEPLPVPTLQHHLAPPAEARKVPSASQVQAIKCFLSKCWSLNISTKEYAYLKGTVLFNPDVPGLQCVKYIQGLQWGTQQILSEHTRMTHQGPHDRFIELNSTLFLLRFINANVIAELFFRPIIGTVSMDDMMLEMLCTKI
ssDAF-12 act: S. stercoralis DAF-12 activation, primary screen; AID 652126; HEK293 ssDAF-12/GRIP1 lit1-tk-luc reporter, luminescence; % of 3 µM dafachronic acid response; 370,000 compounds, 1% hits; activation, % at 6.8 µM;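 active = activation above the mean over all tested compounds plus 3 SD, cut at about 0.9% in these data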;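 note: 0% = DMSO-only wells and 100% = 3 µM delta7-dafachronic acid wells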
ADAM17 inh: ADAM17 inhibition, QFRET primary screen; recombinant ADAM17, EDANS/DABCYL FRET peptide cleavage; inhibition, % at 6.95 µM; 370,000 compounds, 0.83% hits;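 active = inhibition above the mean of compounds lying between control limits plus 3 SD, set per campaign, cut at about 8.5% in these data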;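 note: 0% = DMSO-only wells as the low control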
Target sequence (P78536 215-824 limits assumed): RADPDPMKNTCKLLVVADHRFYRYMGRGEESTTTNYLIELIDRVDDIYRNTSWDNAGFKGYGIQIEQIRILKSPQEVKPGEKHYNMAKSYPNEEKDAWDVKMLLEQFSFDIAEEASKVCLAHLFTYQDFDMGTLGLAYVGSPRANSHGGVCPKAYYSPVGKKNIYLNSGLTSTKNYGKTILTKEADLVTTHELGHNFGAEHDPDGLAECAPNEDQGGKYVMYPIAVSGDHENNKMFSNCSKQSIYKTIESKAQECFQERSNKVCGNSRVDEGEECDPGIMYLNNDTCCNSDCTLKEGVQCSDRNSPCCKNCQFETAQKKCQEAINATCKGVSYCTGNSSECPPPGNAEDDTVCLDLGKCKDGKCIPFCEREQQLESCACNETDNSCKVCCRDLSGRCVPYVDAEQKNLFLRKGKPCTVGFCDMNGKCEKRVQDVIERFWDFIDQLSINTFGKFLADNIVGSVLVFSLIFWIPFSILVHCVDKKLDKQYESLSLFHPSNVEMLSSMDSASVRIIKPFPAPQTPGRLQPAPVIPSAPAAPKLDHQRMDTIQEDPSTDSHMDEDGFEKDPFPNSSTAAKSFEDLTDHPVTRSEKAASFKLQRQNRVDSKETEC
ADAM10 inh: ADAM10 inhibition, QFRET primary screen; O14672; recombinant ADAM10, EDANS/DABCYL FRET peptide cleavage, 3 h; inhibition, % at 7 µM; 370,000 compounds, 0.62% hits;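 active = inhibition above a per-campaign cutoff equal to the mean of compounds falling between control-based bounds plus 3 SD, cut at about 20% in these data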;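 note: 0% = DMSO wells while the 100% control is not disclosed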
GC-A act: GC-A (human) enzyme activation; 370,000 compounds, 0.14% hits; HEK293 GC-A cells, cGMP TR-FRET, EC30 ANP; 0% at EC30 ANP, 100% saturating ANP; P16066; activation, % at 10 µM; in the data active = activation above about 40%
hcDAF-12 act: H. contortus DAF-12 activation, primary screen | HEK293 hcDAF-12 lit1-tk-luc reporter, luminescence; 0% DMSO, 100% Δ7-dafachronic acid | activation, % at 6.8 µM | 370,000 compounds, 1.4% hits;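 active = activation above the mean of all tested compounds plus 3 SD, cut at about 5.5% in these data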;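 note: 100% = response to 3 µM Δ7-dafachronic acid high control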
PG9 Ab binder: small molecules binding HIV-1 gp120 antibody PG9; TR-FRET gp120-PG9 antibody binding; inhibition, % at 6.7 µM; 360,000 compounds, 0.43% hits; in the data active = inhibition above about 8.5%
DAX1 inh-2: blocks DAX1 repression of SF-1 activated StAR promoter. HEK293T StAR-luciferase reporter, SF-1/DAX-1 repression relief. inhibition, % at 6.8 µM. 370,000 compounds, 1.1% hits. AID 652010;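 active = inhibition above the mean over all tested compounds plus 3 SD, cut at about 3.6% in these data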;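 note: 0% = DAX-1 cells with DMSO and 100% = cells lacking DAX-1 with DMSO; higher inhibition means more luminescence from relief of DAX-1 repression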
* = called active by the depositor; x = not tested or not shown.

SMILES	GAA850 FXN act	SMARCA2 act	hgDAF12 agonist	DAX1 inh-1	ssDAF-12 act	ADAM17 inh	ADAM10 inh	GC-A act	hcDAF-12 act	PG9 Ab binder	DAX1 inh-2
CC(C)C[C@@H]1COc2cc(NCCCN3CCOCC3)ccc2S(=O)(=O)N1	x	-5.0	-1.9	x	-0.8	-6.2	-6.1	2.0	0.2	2.1	1.8
O=c1c2ccccc2nc2n1C(CSc1ccc(F)cc1)CS2 (stereo not drawn)	-0.1	-2.4	1.4	2.8	-1.2	-3.1	-6.6	x	0.3	0.5	1.4
CCOC(=O)N1CCN(S(=O)(=O)c2ccc(F)c(C(=O)Nc3cc(C)cc(C)c3)c2)CC1	-2.9	-0.7	0.1	-1.3	-1.9	-7.2	1.6	-1.9	-0.3	-1.3	-1.1
c1ccc(-c2ccc3c(n2)CCCO3)cc1	1.9	3.3	3.0	1.3	-0.8	-4.7	6.9	2.0	2.2	1.6	0.0
Cc1oc(-c2cc(F)cc(F)c2)nc1CN1CCN(C(=O)c2ccco2)CC1	3.6	-0.4	-2.9	-0.6	-0.6	0.5	-0.3	-0.3	0.2	-1.5	0.9
CC(C)NC(=O)c1ccccc1NC(=O)Cc1ccc(Br)cc1	1.5	-0.5	-0.3	-0.8	-1.4	1.3	0.3	0.1	-0.7	2.1	0.0
C=C(C)Cc1c(C)c(C#N)c2nc3ccccc3n2c1N1CCCCC1	0.5	5.5	-0.7	2.1	-1.1	-1.2	2.9	-5.7	-1.7	-1.4	-0.2
Cc1ccc[n+](CC(=O)Nc2c(Cl)cc(Cl)cc2Cl)c1	0.3	0.2	-0.2	0.1	-1.1	-2.3	10.4	5.6	-1.0	1.2	0.5
COc1ccc(C2CC(=O)c3cnc(N)nc3C2)c(OC)c1 (stereo not drawn)	1.1	1.4	-1.6	0.3	-1.1	-1.4	-1.6	-3.7	-2.1	-0.8	-0.2
O=C(NCc1ccco1)c1ccc(Cn2c(=O)c3sccc3n(Cc3cccc(F)c3)c2=O)cc1	17.7*	-0.9	2.4	0.9	-1.9	5.9	10.5	-0.2	-1.6	-0.6	-0.7
N#Cc1ccc(OCC(=O)N2CCN(S(=O)(=O)c3ccc(Cl)s3)CC2)cc1	-0.1	-5.5	-3.4	-1.5	-1.3	-2.0	-7.8	-3.1	-3.7	0.9	-4.3
COc1cc(/C=N/N(C)C)ccc1OC(=O)c1ccco1	0.3	0.0	3.9	3.5	-1.4	-0.1	2.5	0.7	1.1	0.7	0.0
Cc1ccccc1-c1nc(Cc2ccccc2)no1	4.2	4.0	5.5	2.4	-0.9	-2.7	1.9	-1.9	1.0	-0.8	0.7
CC(=O)Nc1ccc(OCCOc2ccc(/C=C3\C(=N)N4N=C(C(C)C)SC4=NC3=O)cc2)cc1	1.9	0.2	2.2	1.4	-0.6	-25.3	-67.4	5.3	3.3	-1.4	-0.2
COc1ccc(OCC(=O)Nc2nccs2)cc1	1.1	0.6	8.5	-1.9	0.0	3.0	7.5	2.8	6.1*	-1.1	3.1

Three structures already listed, arranged by length of the SMILES, rising.
SMILES	GAA850 FXN act	SMARCA2 act	hgDAF12 agonist	DAX1 inh-1	ssDAF-12 act	ADAM17 inh	ADAM10 inh	GC-A act	hcDAF-12 act	PG9 Ab binder	DAX1 inh-2
COc1cc(/C=N/N(C)C)ccc1OC(=O)c1ccco1	0.3	0.0	3.9	3.5	-1.4	-0.1	2.5	0.7	1.1	0.7	0.0
Cc1ccc[n+](CC(=O)Nc2c(Cl)cc(Cl)cc2Cl)c1	0.3	0.2	-0.2	0.1	-1.1	-2.3	10.4	5.6	-1.0	1.2	0.5
CCOC(=O)N1CCN(S(=O)(=O)c2ccc(F)c(C(=O)Nc3cc(C)cc(C)c3)c2)CC1	-2.9	-0.7	0.1	-1.3	-1.9	-7.2	1.6	-1.9	-0.3	-1.3	-1.1

Next part:
SMILES	GAA850 FXN act	SMARCA2 act	hgDAF12 agonist	DAX1 inh-1	ssDAF-12 act	ADAM17 inh	ADAM10 inh	GC-A act	hcDAF-12 act	PG9 Ab binder	DAX1 inh-2
C/C(=N\N1CCN(c2ccccc2)CC1)c1ccccc1O	3.0	1.6	3.2	-2.0	-0.9	-0.9	-0.8	0.9	0.2	0.1	0.2
CN(C)S(=O)(=O)c1ccc(Cl)c(NC(=O)CN2CCC(Cc3ccccc3)CC2)c1	1.2	-2.6	-1.7	-1.8	-2.2	2.0	8.6	-4.6	-1.3	-1.1	-2.8
N#Cc1ccc(C(=O)NC2=NCCS2)cc1	3.4	5.8	3.8	3.7	-0.5	0.2	0.6	1.6	2.1	-1.0	1.0
Cc1ccc(S(=O)(=O)N2[C@@H](CO)CO[C@H]2CC(=O)c2ccc(F)cc2)cc1	x	-5.8	-2.8	x	-1.3	-4.4	-11.0	1.8	0.3	1.3	-1.1
NS(=O)(=O)c1ccc(Nc2ncccc2[N+](=O)[O-])cc1	-1.3	1.4	1.0	-0.6	-1.8	-3.0	-7.3	2.5	-0.8	-0.4	-0.5
O=C(NN=c1c(=O)c2ccccc2c1=O)c1ccccc1	-3.2	2.2	2.6	-0.3	-0.4	1.6	3.4	-5.0	4.0	-1.2	0.9
CCNC(=S)N(Cc1cc2cc(C)c(C)cc2[nH]c1=O)C1CCCC1	1.1	-1.2	1.9	-0.3	-1.2	-5.2	-15.2	1.7	0.5	-0.3	0.2
CC(OC(=O)CCN=C1NS(=O)(=O)c2ccccc21)C(=O)c1ccccc1 (stereo not drawn)	0.8	-1.5	-0.3	-0.2	-1.0	-2.6	-6.5	2.8	0.0	1.4	-0.4
CCC(=O)Nc1cccc(NC(=O)c2ccc(C)c([N+](=O)[O-])c2)c1	-0.9	0.9	1.2	-0.8	-1.3	-2.4	-2.0	-1.0	-0.7	-3.9	-0.4
Cc1ccc(NC(=O)CN(C)C(=O)COc2cccc3ccc(C)nc23)cc1	-1.2	-2.2	-0.6	0.2	-0.8	-4.0	-5.2	1.0	0.5	-2.1	1.1
O=C(Cn1nnc(-c2ccc(F)cc2)n1)Nc1ccc2c(c1)OCCO2	2.7	-0.3	-1.4	-1.3	-0.8	-0.5	4.9	1.7	-0.2	0.0	0.7
O=[N+]([O-])c1ccccc1NC(=S)N/N=C/c1ccc(O)c(O)c1	4.5	0.8	6.3	2.8	-0.2	3.3	14.2	7.3	2.0	-2.2	2.0
Cc1cc(C)c(-c2c(O)c3cccc4c3n(c2=O)CCC4)c(C)c1	-0.8	-2.6	-0.7	0.5	-0.9	-7.0	-14.4	-1.1	-0.8	2.4	0.5
O=C1C2C3C=CC(C3)C2C(=O)N1c1ccccc1 (stereo not drawn)	-0.3	-3.1	0.4	0.2	-1.1	-3.5	-11.6	0.5	-1.7	-1.1	-0.5
Cc1cc(=O)n2nc(-c3ccc(C(F)(F)F)cc3)sc2n1	2.4	2.5	1.9	-0.1	-0.9	-2.2	-0.1	-1.6	-0.8	-1.4	-0.5
Cc1ccc(C(C(=O)NCC2CCCO2)N(Cc2ccccc2F)C(=O)Cn2nnc(-c3cccs3)n2)cc1 (stereo not drawn)	-0.9	-0.2	-2.5	0.1	-0.9	0.7	2.6	-5.7	-2.6	0.6	-1.1
CC(=O)c1ccc(NC(=O)CSc2nc(N3CCOCC3)nc(N3CCOCC3)n2)cc1	6.1	0.8	3.7	0.8	-0.3	-4.4	-13.8	-10.9	4.0	-0.2	4.1*
CSc1nc2[nH]c3c(c2c2ncnn12)CCCC3	1.5	1.1	-2.4	-0.7	-1.1	-2.5	-2.0	11.9	-1.0	-22.7	-0.8
O=C(Cn1ncn2cccc2c1=O)N1CCCCC1	0.2	-4.0	-2.3	0.4	-1.4	-5.7	-5.3	-1.3	-1.0	0.8	-0.5
FC(F)(F)c1cc(Oc2ccccc2)nc(-c2ccccn2)n1	0.1	0.3	1.2	-0.1	-2.0	-0.6	3.5	3.2	-1.7	1.4	-0.9
S=c1[nH]nc(-c2ccc(Cl)cc2)n1/N=C/C=C/c1ccco1	0.4	-3.4	0.1	x	-1.5	-2.8	-5.9	-6.2	-1.1	-0.4	0.4
Oc1ccc(C23CCCC2C2(CCCC2)c2ccc(O)cc2O3)c(O)c1 (stereo not drawn)	7.1	-0.6	3.8	0.4	-1.5	5.9	15.2	0.3	-1.3	-1.9	1.5
CC(C)Cc1nnc(NC(=O)CCC(=O)N2CCN(c3ccc(F)cc3)CC2)s1	-1.3	-3.4	-0.5	-0.2	-1.2	-2.1	-7.4	1.1	0.7	0.5	0.0
CCOC(=O)c1c(NC(=O)CSc2nnc(C)s2)sc2c1CCC(C)C2 (stereo not drawn)	2.2	0.7	0.1	0.7	-1.1	-5.7	-6.7	-1.0	-0.8	-1.9	-0.2
COc1nc2ccc(C)cc2cc1-c1noc(-c2ccccc2)n1	-0.2	-1.2	1.6	0.2	-0.8	-7.2	-4.4	2.4	-0.7	0.5	0.4
CCCC(C)NC(=O)c1ccc(OCc2ccc(Cl)cc2)c(OC)c1 (stereo not drawn)	1.3	-0.9	1.8	-1.1	-1.8	-1.6	-1.6	3.4	-0.5	2.9	0.0
CN1CCC(NC(=S)NC2CC2)CC1	0.2	-3.8	-1.8	1.2	-1.6	0.2	-8.1	1.7	-0.2	2.2	0.1
O=C(CCc1c[nH]c2ccccc12)N/N=C/c1ccc2c(c1)OCO2	1.5	0.5	2.0	-0.5	-1.6	-6.1	-0.4	0.2	-1.5	-0.5	-1.1
NS(=O)(=O)c1ccc(CCNC(=O)C(=O)NCC2OCCN2S(=O)(=O)c2cccs2)cc1 (stereo not drawn)	-0.9	-2.2	0.7	0.2	-1.2	-0.7	-4.3	2.8	-2.4	2.8	0.7
COc1ccc(CNC(=O)CC(C)c2ccccc2)cc1 (stereo not drawn)	-0.1	-0.7	-2.5	-0.3	-1.2	-7.5	-12.6	2.7	0.7	0.7	0.0
CC(=O)c1oc2ccccc2c1N	1.2	-5.0	0.9	0.6	-0.9	-3.5	-18.5	3.9	2.0	-1.3	0.4
CCOC(=O)C1=C(C)N=c2s/c(=C\c3ccc(OC(C)=O)cc3)c(=O)n2C1/C=C/c1ccccc1 (stereo not drawn)	-0.7	1.6	0.5	-0.6	-1.6	-0.9	0.6	-1.2	-3.7	-1.5	0.2
O=C(O)CCc1ccc(S(=O)(=O)Nc2cc(C(F)(F)F)ccc2N2CCCC2)cc1	-0.4	-1.1	-1.8	0.9	-1.2	0.1	-7.6	1.1	0.0	0.4	-0.9
CC1c2cc3c(cc2CCN1C(=O)c1cccc(F)c1)OCCCO3 (stereo not drawn)	-2.7	-0.4	-0.1	-0.3	-1.4	-9.1	-25.0	-1.0	-1.5	-1.5	-5.0
NC(=O)c1ccc(NC(=O)C2CC2)cc1	1.1	1.8	0.7	-1.4	-0.6	-3.0	7.7	0.9	-1.3	-2.3	-0.5
CC(Sc1ccc(Cl)cc1)C(=O)Nc1ccc2c(c1)OCO2 (stereo not drawn)	2.3	-3.2	1.8	-0.7	-0.6	1.9	2.6	-2.1	0.3	-0.5	0.8
CCNc1c(NS(=O)(=O)c2ccc(F)c(Cl)c2)c(=O)oc2ccccc12	-1.3	1.4	-1.2	1.1	-1.5	2.1	-8.1	1.6	0.9	-1.9	-0.3
CCN1CCN(C(=S)NC(CC(=O)c2ccccc2)c2ccccc2)CC1 (stereo not drawn)	2.0	-4.1	2.1	1.1	-1.7	-7.3	-3.1	-3.5	-0.9	-0.4	-0.4
